Assay outcomes from PubChem BioAssay.
SENP1 FRET inh: inhibitors of human SENP1 SUMO protease catalytic domain; Q9P0U3; recombinant SENP1 catalytic domain, CyPet-SUMO1-YPet FRET cleavage; inhibition, % at 10 µM; 0.21% of 360,000 active;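 active = inhibition at least 30% at 10 µM, raw YFP signal under a set limit, fluorescence ratio 0.5 to 1.5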;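 also: 0% = enzyme with DMSO and 100% = no enzyme wells; some results filed as inactive read as strong as hits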
Target sequence (Q9P0U3 419-644 limits assumed): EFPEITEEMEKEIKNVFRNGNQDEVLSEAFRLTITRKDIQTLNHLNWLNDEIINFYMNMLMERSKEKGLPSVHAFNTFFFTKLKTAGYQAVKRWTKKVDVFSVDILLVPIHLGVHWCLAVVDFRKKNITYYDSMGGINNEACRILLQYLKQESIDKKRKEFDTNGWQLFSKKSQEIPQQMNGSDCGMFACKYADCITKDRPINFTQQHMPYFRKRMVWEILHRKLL
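Test system: hSENP1 catalytic domain, recombinant; Amount: 20 pM final SENP1 enzyme; Medium: Tris pH 8 buffer plus EDTA, NaCl, BME, BSA, NP40, catalase; Schedule: 50 min enzyme reaction, room temperature, light-protected; Technique: FRET fluorescence in CFP and YFP emission channels; Controls: no-enzyme wells low, DMSO-plus-enzyme wells high control.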
HKDC1 inhibitor: HKDC1 (human) hexokinase inhibition | Q2TB90 | recombinant HKDC1, G6PDH/diaphorase resazurin coupled fluorescence | inhibition, % at 20 µM | 0.16% of 340,000 active;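 active = inhibition above about 35% when tested at 20 µM, limit read from the data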;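 also: plate controls were DMSO wells with enzyme for no effect and DMSO wells lacking enzyme for full effect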
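Assay system: recombinant HKDC1 hexokinase; detection: coupled resazurin fluorescence, excitation 525 nm, emission 613 nm; benchmarks: DMSO-plus-enzyme-mix negative control, buffer-substituted positive control; compound dosing: single 20 µM dose; schedule: 90 min at room temperature in dark; also added: glucose plus 1 mM ATP as hexokinase substrates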
SENP8 block-1: SENP8 (human) protease inhibition; AID 602440; inhibition, % at 20 µM; Q96LD8; recombinant SENP8, Nedd8 substrate fluorescence; 0.64% of 360,000 active; in the data active = inhibition mostly above about 40%, no sharp cut-off; inactive = mostly below about 27%
Target sequence (Q96LD8 whole entry, looked up): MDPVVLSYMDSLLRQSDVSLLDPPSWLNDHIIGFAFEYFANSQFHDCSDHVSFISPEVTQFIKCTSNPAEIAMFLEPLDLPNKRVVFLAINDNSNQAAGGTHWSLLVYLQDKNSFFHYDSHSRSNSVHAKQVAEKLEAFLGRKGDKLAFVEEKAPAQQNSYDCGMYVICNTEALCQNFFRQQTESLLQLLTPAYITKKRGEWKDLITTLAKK
PfGluPho inh: PfG6PD (Plasmodium falciparum) enzyme inhibition; 0.78% of 350,000 active; PfGluPho enzyme, NADPH resazurin-diaphorase fluorescence; AID 504690; inhibition, % at 20 µM;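 active = inhibition reaching at least a set limit at 20 µM in the primary screen, cut at about 59% in these data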;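 also: 0% = DMSO wells with substrate and 100% = DMSO wells lacking glucose-6-phosphate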
SENP6 block: blocks the human protease SENP6; inhibition, % at 10 µM; Q9GZR1; 1.8% of 330,000 active; Recombinant SENP6 catalytic domain, aminoluciferin luminescence;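 active = inhibition above about 50% at the single tested dose, limit read from the data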;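 also: plate controls were DMSO wells with enzyme for no effect and DMSO wells lacking enzyme for full effect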
SENP7 inh: blocks the human protease SENP7. recombinant SENP7, Z-RLRGG-aminoluciferin luminescence, 40 min. 1.5% of 330,000 active. inhibition, % at 5 µM. Q9BQF6;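 active = inhibition above about 50% at the single test dose, limit read from the data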;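 also: plate controls were DMSO with enzyme for no effect and no enzyme buffer wells for full effect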
Target sequence (Q9BQF6 706-1050 limits assumed): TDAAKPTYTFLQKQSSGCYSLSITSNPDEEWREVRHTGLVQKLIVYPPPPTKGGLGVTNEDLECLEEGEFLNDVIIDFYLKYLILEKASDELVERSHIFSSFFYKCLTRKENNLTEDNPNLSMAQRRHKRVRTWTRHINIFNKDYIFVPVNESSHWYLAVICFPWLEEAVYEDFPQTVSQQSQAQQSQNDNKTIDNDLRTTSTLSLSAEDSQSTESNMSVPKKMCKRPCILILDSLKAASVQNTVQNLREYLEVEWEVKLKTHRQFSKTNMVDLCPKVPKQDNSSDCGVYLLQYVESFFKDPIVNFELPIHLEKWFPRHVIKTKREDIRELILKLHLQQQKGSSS
Apaf-1 inh: blocks human Apaf-1 apoptosome activity. 0.71% of 330,000 active. inhibition, % at 20 µM. AID 489030. O14727. reconstituted apoptosome caspase-3 activity, DEVD-Rh110 fluorescence; active = inhibition of at least 40% at 20 µM;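 also: plate controls were DMSO wells for no effect and DEVD-CHO caspase inhibitor wells for full effect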
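Material: cell-free apoptosome with Apaf-1, procaspase-3 and caspase-9; Buffer or medium: Hepes pH 7.5 with detergent and BSA; Reagent: cytochrome c trigger plus (Z-DEVD)2-Rh110 caspase-3 substrate; Times: compound with Apaf-1, dATP, procaspase-3 30 min, then 50 min reaction, room temperature; Technique: Rh110 fluorescence intensity.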
SENP8 block-2: SENP8 protease inhibition; Q96LD8; purified SENP8, Z-RLRGG-aminoluciferin cleavage, luminescence; inhibition, % at 10 µM; 1.2% of 330,000 active; AID 2540; in the data active = inhibition above about 50%
Numbers without * were called inactive; nt = no result given.

No.	Molecule	PfGluPho inh	SENP7 inh	Apaf-1 inh	HKDC1 inhibitor	SENP8 block-2	SENP1 FRET inh	SENP8 block-1	SENP6 block
1	Cc1cccc(OCC(=O)NC2CCCC2)c1	-10	-7	-10	1	-9	0	14	-24
2	NC(=O)C(=O)NCCCN1CCOCC1	0	11	-9	-4	-1	1	4	-20
3	O=[N+]([O-])c1cccc(-c2ncc3ccccn23)c1	10	8	-4	-5	-1	0	20	2
4	CC(C)c1nc2ccccc2c2nnc(SCC(=O)NCc3ccco3)n12	7	4	-13	-7	2	-1	18	-13
5	COc1ccc(N2CC(C(=O)NCc3nnnn3-c3ccc(C)c(C)c3)CC2=O)cc1 (stereo not drawn)	2	0	0	-4	-2	1	17	-2
6	Cc1nc(C(C)(C)O)n(-c2ccccc2)n1	-2	-7	0	4	-2	-1	15	-19
7	COc1cc(OC)cc(C(=O)Nc2c(C)nn(-c3ccccc3)c2C)c1	-5	1	2	-5	-1	2	22	0
8	COc1cc2[nH]c(=S)nc(NCc3ccc(Cl)cc3)c2cc1OC	23	2	7	5	5	-3	-21	9
9	COc1ccc(NC(=S)NC(=O)c2cc3ccccc3o2)c(OC)c1	-1	-9	-31	-4	7	0	13	17
10	Cc1ccc(NC(=O)CN2C(=O)S/C(=C\c3cccn3C)C2=O)cc1	11	9	-23	-9	4	-24	-23	-22
11	CCOc1ccc(-n2c(=O)cc(N3CCN(c4ccc(F)cc4)CC3)[nH]c2=O)cc1	-17	9	-4	7	-1	-2	18	4
12	CC(=O)N1CCN(Cc2nc3cc(NC(=O)Cn4nc(C)c5ccccc5c4=O)ccc3n2C)CC1	-14	-1	-11	-5	-3	-2	6	0
13	c1ccc(CSc2ncnc3c2oc2ccccc23)cc1	5	5	12	3	-1	1	26	-17
14	Cc1ccc(N2C(=O)CC(C3CCCO3)C2=O)cc1 (stereo not drawn)	-20	-7	-4	-3	-6	2	1	3
15	COC(=O)c1sc2nc(CSc3ccc(Br)cc3)[nH]c(=O)c2c1C	5	11	18	-10	0	2	-49	23
16	CC(=O)c1ccc(NC(=O)CCNC(=O)c2ccccc2Cl)cc1	5	0	0	-3	1	2	3	-7
17	CCn1cc(C(=O)Nc2cc(C)ccc2C)c(=O)c2ccc(C)nc21	nt	-1	2	nt	-7	nt	nt	3
18	O=C(CCC(=O)N1CCN(c2ccc(F)cc2)CC1)c1ccc(F)cc1	10	3	1	-6	5	nt	nt	-11
19	CCC1(c2ccccc2)NC(=O)N(CC(=O)NNC(=O)COc2ccc(Cl)cc2C)C1=O (stereo not drawn)	-6	-4	-2	-4	-4	0	0	-10
20	Cc1ccc(NC(=O)CSCc2cc(=O)n3ccsc3n2)c(C)c1	-5	-14	0	0	-6	2	-2	-9
21	CN(Cc1ccccc1)S(=O)(=O)c1ccc(Cl)c(C(=O)NCc2ccncc2)c1	-12	9	6	2	-4	1	12	-10
22	CCN(Cc1ccccc1)C(=O)c1oc2ccc(C)cc2c1C	-2	-2	5	-2	-13	5	15	-8
23	O=C(NCCN1CCOCC1)C(=O)NCC1OCCN1S(=O)(=O)c1cc(F)ccc1F (stereo not drawn)	-7	3	0	-4	3	-2	-4	-4
24	O=C(N/N=C/c1cccnc1)C1CCCCC1	1	0	-11	-6	4	0	9	10
25	CCCCCCCCCCOC(=O)C[N+](C)(C)CC1CCCCC1O (stereo not drawn)	17	5	29	-11	-2	0	18	-1
26	O=C(OCC(=O)N1CCC(Cc2ccccc2)CC1)c1ccc(CO)cc1	6	0	-10	-4	4	-1	4	-15
27	C/C(=N\NC(N)=O)c1cccc(Cl)c1	-9	0	-4	-6	4	2	16	5
28	COc1cc(/C=C2\CCOC2=O)cc(OC)c1OC	-2	-5	2	-5	-3	3	-4	-27
29	CCOCc1c(C(=O)N2CCN(CC(=O)Nc3ccc(F)cc3)CC2)oc2ccccc12	2	2	6	-2	4	-2	15	7
30	O=C(NCc1cccnc1)Nc1cccc(NC(=O)NCc2cccnc2)c1	25	3	-8	-5	-5	0	0	-8
31	COc1cc(NC(=O)c2ccc(C(C)(C)C)cc2)c(OC)cc1NC(=O)CN1CCCCC1	-3	2	26	8	-10	-2	-32	12
32	O=C1CCc2cc(S(=O)(=O)N3CCN(c4ccc(F)cc4)CC3)cc3c2N1CC3	-7	-5	7	-2	-4	0	10	1
33	COc1ccc(OC)c(-c2csc(NC(=O)C3=COCCO3)n2)c1	16	0	10	4	-12	0	-19	-9
34	COC(=O)c1ccccc1NC(=O)[C@@H]1CCC(=O)N1C1OC(=O)c2c1ccc(OC)c2OC (stereo partly drawn)	4	1	-7	-7	-10	2	10	-16
35	CC1Cc2cc(S(=O)(=O)N3CCC(C(=O)N4CCN(c5ccccc5F)CC4)CC3)ccc2N1C(=O)C1CC1 (stereo not drawn)	10	-3	12	4	-1	3	11	11
36	CCOc1ccc(NC(=O)CCC(=O)NNC(=O)COc2ccc(C)cc2Br)cc1	-13	-7	9	-3	-11	3	-4	-20

An excerpt from above in order of the PfGluPho inh value, ascending.
no.	SMILES	PfGluPho inh	SENP7 inh	HKDC1 inhibitor	SENP1 FRET inh	SENP6 block
27	C/C(=N\NC(N)=O)c1cccc(Cl)c1	-9	0	-6	2	5
20	Cc1ccc(NC(=O)CSCc2cc(=O)n3ccsc3n2)c(C)c1	-5	-14	0	2	-9
22	CCN(Cc1ccccc1)C(=O)c1oc2ccc(C)cc2c1C	-2	-2	-2	5	-8
3	O=[N+]([O-])c1cccc(-c2ncc3ccccn23)c1	10	8	-5	0	2

(listing goes on)
No.	Molecule	PfGluPho inh	SENP7 inh	Apaf-1 inh	HKDC1 inhibitor	SENP8 block-2	SENP1 FRET inh	SENP8 block-1	SENP6 block
37	Nc1ncnc(Oc2cccc3cccnc23)c1[N+](=O)[O-]	-5	-7	6	2	-9	0	5	-18
38	Cc1noc(C)c1C(=O)Nc1nnc(CC(C)C)s1	6	-3	-6	-1	-3	1	34	-20
39	CC(=O)c1cccc(NC(=O)NNC(=O)c2ccc(Cl)cc2Cl)c1	17	-3	-6	-8	-3	3	-1	-13
40	Cc1cc(=O)oc2c(C)c(OCC(=O)N3CC[C@@]4(O)CCCC[C@H]4C3)ccc12	-7	0	-2	0	3	-2	-4	-16
41	O=C(CCC(=O)NNC(=O)c1ccccc1[N+](=O)[O-])NCc1ccccc1	-10	-7	-2	-14	6	1	8	-4
42	CN(C)CCCNC(=O)C(=O)Nc1cc2c3c(c1)CCC(=O)N3CCC2	-5	0	1	-3	6	0	13	9
43	Cc1cccc(N(C(=O)CCC(=O)Nc2nccs2)C(C(=O)NC(C)(C)C)c2ccc(O)cc2)c1 (stereo not drawn)	4	8	7	-8	20	1	10	8
44	N#C/C(=N\Nc1cc(Cl)cc(Cl)c1)c1nnc2n1CCCCC2	-8	-10	28	10	-11	0	18	-24
45	Cc1nc2c([nH]1)C1(CCN(Cc3ccccc3)CC1)C(C#N)=C(N)O2	-7	-3	2	3	-4	-105	-47	-11
46	CC1C/C(=N\NC(=O)CCc2ccc(S(=O)(=O)N3CCOCC3)cc2)CC(C)(C)C1 (stereo not drawn)	-4	-4	-2	-8	-13	-1	4	6
47	COc1ccc(/C=C/C(=O)Nc2c(C)nn(C)c2C)cc1COc1ccc(Cl)cc1Br	-6	4	-1	-10	6	1	10	0
48	CCOc1ccc(C(=O)NCC(=O)NNC(=O)CN(C)S(=O)(=O)c2ccc(Cl)cc2)cc1	-10	15	2	-3	-10	2	5	-3
49	Cc1oc(-c2ccc(Cl)cc2)nc1CN1CCCC(C(=O)NCc2ccccn2)C1 (stereo not drawn)	-10	3	7	-3	1	-4	1	-13
50	Cc1ccc(NC(=O)CS(=O)CC(=O)N(C(C)C(=O)NC2CCCCC2)C(C)(C)C)cc1 (stereo not drawn)	-6	0	7	-4	1	2	16	-26
51	CCN1CCN(CCCNC(=O)c2ccc3c(c2)N(Cc2ccccc2)CCS3)CC1	-8	-5	8	3	13	0	-426	-13
52	Fc1ccc(-c2cnn3c(-c4cccs4)ccnc23)cc1	-9	nt	nt	-1	nt	56*	32	nt
53	O=C(NC1CCC(O)CC1)c1cc(-c2ccc(Cl)cc2)nc2ccccc12 (stereo not drawn)	9	8	9	-1	-11	-1	-42	-3
54	COc1ccc2cc1Oc1ccc(cc1)C[C@H]1c3c(cc4c(c3Oc3cc5c(cc3OC)CCN(C)[C@@H]5C2)OCO4)CCN1C	18	-5	49*	0	-7	-3	13	2
55	O=c1cc(Cl)c(-c2ccccc2)nn1Cc1ccc(Cl)cc1	0	1	12	-1	-3	-45	16	-15
56	Cn1nc(C(=O)OCC(=O)Nc2ccc(SC(F)F)cc2)c2ccccc2c1=O	2	0	27	-1	-9	2	9	-26
57	CC(=O)Nc1sc2c(c1C#N)CCN(Cc1ccccc1)C2	9	12	3	-3	5	-90	-52	1
58	Cc1ccc2nc(SC(C)C(=O)NCc3ccco3)[nH]c2c1 (stereo not drawn)	-1	5	5	-6	5	-2	23	2
59	N#Cc1ccc(-c2ccc(OCC(=O)NCC(=O)Nc3ccc(F)c(F)c3F)cc2)cc1	-8	-3	-6	-11	-6	0	3	-18
60	CC(C)(C)C(=O)Nc1cc(S(=O)(=O)Nc2ccc(Cl)cc2)ccc1O	8	-1	4	-8	-3	4	6	-7
61	CC1CN(C(=S)SCC(=O)c2ccccc2)CC(C)O1 (stereo not drawn)	-4	2	0	-8	1	2	14	-21
62	CCc1ccc(-n2nc3cc(C)c(N)cc3n2)cc1	27	-16	32	23	49	-46	-434	69*
63	Cc1c(F)cccc1NC(=O)CSCC(=O)Nc1ccccc1	9	6	5	-2	-1	0	15	-2

Record cards, from the list above. Screens in order: PfGluPho inh	SENP7 inh	Apaf-1 inh	HKDC1 inhibitor	SENP8 block-2	SENP1 FRET inh	SENP8 block-1	SENP6 block
Cc1cc(=O)oc2c(C)c(OCC(=O)N3CC[C@@]4(O)CCCC[C@H]4C3)ccc12 is entered as -7	0	-2	0	3	-2	-4	-16
CC(=O)N1CCN(Cc2nc3cc(NC(=O)Cn4nc(C)c5ccccc5c4=O)ccc3n2C)CC1 is entered as -14	-1	-11	-5	-3	-2	6	0

Compounds as they come. About 3.6% of those tested had a hit in this group.
